Bioassay records: PubChem BioAssay, National Center for Advancing Translational Sciences (NCATS)
HP1b binding inh: inhibitors of HP1-beta chromodomain binding to methylated histone tails | AlphaScreen HP1-beta / biotin-H3K9me3 peptide binding | Potency, µM (doses to about 114 µM), without a hit: top-dose activity change, negative = inhibition, hits mostly inhibitors | hit rate 0.56% among 390,000 | AID 540317; note: potency is the fitted concentration of half-maximal effect; nearly all actives have a fitted effect of over 70% in size; inactives centre near 23
Target sequence (P83916 whole entry, looked up): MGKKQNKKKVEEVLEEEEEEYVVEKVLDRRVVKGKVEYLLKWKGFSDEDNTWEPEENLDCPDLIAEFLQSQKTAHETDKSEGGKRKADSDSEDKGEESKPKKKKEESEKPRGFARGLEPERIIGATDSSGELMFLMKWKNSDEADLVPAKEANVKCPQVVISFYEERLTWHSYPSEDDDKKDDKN
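Compound inhibition of the preformed complex between 50 nM HP1-beta and 50 nM biotinylated H3K9me3 peptide was read by AlphaScreen. Buffer was PBS pH 7.4 with 0.01% Tween-20. Incubations ran 30 min at room temperature, with 10 ug/mL donor/acceptor beads.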
TrxR1 substrate: rat thioredoxin reductase 1 substrate activity; AID 588456; purified TrxR1 substrate turnover, NADPH consumption readout; hit rate 0.01% among 390,000; Potency, µM (titrated, usually from 114 µM), for the others: at the top dose activity change, negative = substrate turnover; O89049; note: potency is the fitted concentration of half-maximal effect; % is set by controls: 0 for no effect and ±100 for the full control effect; nearly all actives have a fitted effect of over 50% in size
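Rat TrxR1, dispensed at 90 nM, was prereduced with 400 uM NADPH (final) for 5 min at ~22 deg C, then incubated with compound 15 min before 400 uM selenite. A first-read NADPH fluorescence drop versus no-compound background flagged substrates.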
GLS inhibitor: inhibitors of human glutaminase (GLS). GLS enzymatic activity, qHTS titration. Potency, µM (top dose mostly 45.5 µM), without a hit: at the top dose activity change, negative = inhibition, most hits filed as inhibitors. hit rate 0.21% among 410,000; note: potency is the fitted concentration of half-maximal effect; % is set by controls: 0 for no effect and ±100 for the full control effect
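Human kidney-isoform GLS in 45 mM KH2PO4 pH 8.2, 0.02% Tween-20, with compound, started with 1mM L-Glutamine (added stock). Glutamate oxidase/HRP/Amplex red coupled fluorescence read at start and after 30 min at RT.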
mIDH1 inhibitor: blocks human mutant IDH1 R132H enzyme; Potency, µM (highest dose often 76.6 µM), without a hit: at the highest dose activity change, negative = inhibition, most hits filed as inhibitors; IDH1-R132H enzyme, NADPH consumption, diaphorase/resazurin fluorescence; hit rate 0.093% among 390,000; AID 602179; note: potency is the fitted concentration of half-maximal effect; % is set by controls: 0 for no effect and ±100 for the full control effect; nearly all actives have a fitted effect of over 65% in size
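IDH1-R132H (0.5 ug/mL) preincubated 30 min with compound, then NADPH (0.016 mM) and alpha-KG (2 mM) added; 80 min at RT, pH 7.5. Remaining NADPH coupled via diaphorase/resazurin to fluorescence (540/590 nm); concentration-response curves normalized to no-enzyme control.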
PI4K2A inh: blocks human PI4K2A kinase activity; Q9BTU6; purified PI4K2A, ADP-Glo luminescence, 1 h; hits give low values; activity change, negative = inhibition, % at 76.9 µM; hit rate 0.13% among 420,000; AID 1346378; in the data active = activity change below about -50%; inconclusive = mostly about -30% to -49%;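 note: -100% = wells without enzyme as full effect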
Target sequence (Q9BTU6 whole entry, looked up): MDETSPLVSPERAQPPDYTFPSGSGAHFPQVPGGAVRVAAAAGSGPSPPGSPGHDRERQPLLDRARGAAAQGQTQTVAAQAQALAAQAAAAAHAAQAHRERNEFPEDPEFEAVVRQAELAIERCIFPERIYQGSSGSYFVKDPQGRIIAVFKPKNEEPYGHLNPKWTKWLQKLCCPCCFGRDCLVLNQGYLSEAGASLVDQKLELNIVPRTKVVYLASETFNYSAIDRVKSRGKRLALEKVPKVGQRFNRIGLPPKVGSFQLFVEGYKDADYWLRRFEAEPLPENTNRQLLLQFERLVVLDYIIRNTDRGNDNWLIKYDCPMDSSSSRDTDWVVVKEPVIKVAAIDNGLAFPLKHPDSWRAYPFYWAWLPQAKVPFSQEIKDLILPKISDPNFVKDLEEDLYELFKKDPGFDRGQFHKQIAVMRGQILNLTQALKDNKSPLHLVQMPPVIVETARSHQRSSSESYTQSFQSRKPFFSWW
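PI4K2A activity was measured by ADP-Glo luminescence: enzyme (4 ug/mL stock) and phosphatidylinositol (1.2 mM stock) in Tris pH 7.5/MgCl2/EGTA/Triton X-100 buffer were reacted with ATP (300 microM stock) for one hour at ambient temperature.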
rTrxR1 inhibitor: blocks rat thioredoxin reductase 1 | AID 588453 | hit rate 1% among 390,000 | O89049 | Potency, µM (highest dose often 114 µM), without a hit: at the highest dose activity change, negative = inhibition, usual class: inhibitors | recombinant rTrxR1, NADPH fluorescence consumption, selenite substrate; note: potency is the fitted concentration of half-maximal effect; % is set by controls: 0 for no effect and ±100 for the full control effect; nearly all actives have a fitted effect of over 65% in size
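Rat TrxR1 (90 nM in the dispensed reagent) was pre-reduced with 400 uM NADPH for 5 min at room temperature, then incubated with compound for 15 min. After 400 uM selenite was added, NADPH fluorescence (Ex 340/Em 450 nm) was followed for 8 min.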
Tb PGK inh: blocks T. brucei phosphoglycerate kinase; Potency, µM (doses to about 57.5 µM), inactives show at the highest dose activity change, negative = inhibition, usual class: inhibitors; PGK/GAPDH coupled, Kinase-Glo luminescence, 60 min; AID 602233; hit rate 0.043% among 380,000; note: potency is the fitted concentration of half-maximal effect; % is set by controls: 0 for no effect and ±100 for the full control effect; nearly all actives have a fitted effect of over 60% in size
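Luminescent ATP detection (Kinase-Glo Plus) follows a 60-minute room-temperature incubation, with wells lacking PGK as controls. Buffer: 100 mM TEA (pH 7.6), 5 mM MgCl2, 0.01% Tween-20. Coupling enzyme GAPDH (100 nM final) supplies unstable 1,3-BPG in-well.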
USP1-UAF1 inh: blocks the human USP1/UAF1 deubiquitinase complex; Potency, µM (highest dose often 57.1 µM), for the others: at the highest dose activity change, negative = inhibition, actives largely listed as inhibitors; recombinant USP1/UAF1, Ub-Rhodamine cleavage fluorescence; hit rate 0.23% among 390,000; O94782; note: potency is the fitted concentration of half-maximal effect; % is set by controls: 0 for no effect and ±100 for the full control effect; nearly all actives have a fitted effect of over 60% in size; inactives centre near -12
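USP1/UAF1 complex at 1 nM was preincubated with compound for 15 min at room temperature, then Ub-Rho substrate (150nM final) was added. Fluorescence (480/540 nm) was read kinetically, 6 reads every 60 seconds.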
Pin1 inhibitor: human Pin1 inhibition; Pin1 FP peptide displacement, HiFluor488, 10 min; Potency, µM (series often up to 115 µM), without a hit: at the top dose activity, negative = inhibition, usual class: inhibitors; hit rate 0.009% among 390,000; AID 504891; active = well fitted inhibition curve with a large enough effect in the polarisation, with a control signal flat, not every such curve was filed as active; inconclusive = small, poorly fitted or top-dose-only effect, or effect the other way, or a change in a side signal; inactive = no such curve, though single readings can be large or run the other way; the % refers to the polarisation; note: potency is the fitted concentration of half-maximal effect; % is set by controls: 0 for no effect and ±100 for the full control effect
Target sequence (Q13526 whole entry, looked up): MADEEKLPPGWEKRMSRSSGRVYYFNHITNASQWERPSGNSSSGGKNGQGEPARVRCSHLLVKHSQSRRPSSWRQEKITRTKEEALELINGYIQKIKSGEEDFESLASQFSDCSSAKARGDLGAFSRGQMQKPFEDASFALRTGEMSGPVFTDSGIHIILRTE
* hit, by the source's call; i = inactive; ? = inconclusive; nt = not tested or not shown; [ ] = dose if it differs, or a comment. Unless noted, calls come from the whole dose curve; as a rule, active = well fitted curve in the direction sought with a large enough effect; inconclusive = small, poorly fitted or top-dose-only effect, or another doubt; inactive = no such curve, though single readings can be large; an effect the other way counts as inactive or inconclusive. These rows are one share of the data. The share of hits here may be higher or lower than overall.

nr	mol	HP1b binding inh	TrxR1 substrate	GLS inhibitor	mIDH1 inhibitor	PI4K2A inh
1	COc1ccccc1NC(=S)NNC(=O)c1nn(C)c(C)c1Br	-2%	-4%	30%	-2%	-2
2	CCN(c1ccccc1)S(=O)(=O)c1cc(C(=O)Nc2cccc(Cl)c2)ccc1F	38%	-8%	2%	-3%	0
3	CCCCCC/C=C/c1ccc(OC)c([C@H]2[C@H]3C=CC[C@@H](C)[C@@H]3C(=O)N2Cc2ccccc2)c1	29%	5%	13%	-9%	-1
4	COC(=O)Cn1c(C)nc([N+](=O)[O-])c1Br	40%[activator]	9%[57.1 µM]	-1%	3%	1
5	COc1ccc(NC(=O)Cc2csc(COc3cccc(C)c3)n2)c(OC)c1	50%[activator]	1%	1%	6%	-2
6	CCN1CCN(CCCNC(=O)C2c3ccccc3C(=O)N(C)C2c2ccc(OC)cc2)CC1 (centres undefined)	21%	-6%	-2%	3%	4
7	Clc1cccc(CSc2nncn3c2cc2sccc23)c1	41%	-4%	-3%	11%	5
8	COc1ccccc1CCC(=O)N1CCC(n2nccc2NC(=O)CC(C)C)CC1	23%	-3%	5%	4%	-4
9	COc1cc2nc(C3CCC3)n(NC(=O)C3CCC(OC)CC3)c(=O)c2cc1OC (centres undefined)	23%	12%	0%	13%	-5
10	O=C(Nc1ccc(-c2nc3c(ccc4ccccc43)o2)cc1)c1ccco1	17%	65%[activator]	2%	3%	11
11	O=C(COC(=O)/C=C/c1ccc2c(c1)OCO2)NCc1ccc(F)cc1	nt	nt	-13%	5%	3
12	Cc1cc(S(=O)(=O)Nc2ccc(C(=O)N3CC(C)OC(C)C3)cc2)ccc1F (centres undefined)	25%	-6%	7%	-7%	-4
13	COc1ccc(C)cc1NC(=O)C(Cc1ccccc1)NS(=O)(=O)c1ccc(Br)s1 (centres undefined)	3%	-4%	-3%	-10%	-1
14	CCC1S/C(=N/C(=O)NC2CCCCC2)NC1=O (centres undefined)	33%[activator]	10%[57.1 µM]	-6%	-7%	-3
15	CCCN(CC1CC1)C(=S)Nc1ccc(Oc2ccccc2)cc1	31%	-17%	4%	0%	1

nr	rTrxR1 inhibitor	Tb PGK inh	USP1-UAF1 inh	Pin1 inhibitor
1	-28%	0%	-12%	-6%
2	0%	-6%	-20%	-1%
3	12%	6%	?	-3%
4	16µM*	-4%	-15%	2%
5	14%	i	-16%	0%
6	10%[57.1 µM]	-3%	-12%	2%
7	5%	i	-11%	6%
8	-4%	-6%	-15%	-3%
9	20%	-5%	-9%	-7%
10	30%	-3%	-12%	9%
11	nt	0%	-23%	nt
12	-5%	-3%	3%	-3%
13	6%	i	-20%	3%
14	7%[57.1 µM]	-3%	-8%	-4%
15	-17%	-12%	-4%	9%

A different layout for part of the listing above.
cpd	SMILES	HP1b binding inh	TrxR1 substrate	GLS inhibitor	mIDH1 inhibitor	PI4K2A inh	rTrxR1 inhibitor	Tb PGK inh	USP1-UAF1 inh	Pin1 inhibitor
7	Clc1cccc(CSc2nncn3c2cc2sccc23)c1	41%	-4%	-3%	11%	5	5%	i	-11%	6%
8	COc1ccccc1CCC(=O)N1CCC(n2nccc2NC(=O)CC(C)C)CC1	23%	-3%	5%	4%	-4	-4%	-6%	-15%	-3%
9	COc1cc2nc(C3CCC3)n(NC(=O)C3CCC(OC)CC3)c(=O)c2cc1OC (centres undefined)	23%	12%	0%	13%	-5	20%	-5%	-9%	-7%
10	O=C(Nc1ccc(-c2nc3c(ccc4ccccc43)o2)cc1)c1ccco1	17%	65%[activator]	2%	3%	11	30%	-3%	-12%	9%
11	O=C(COC(=O)/C=C/c1ccc2c(c1)OCO2)NCc1ccc(F)cc1	nt	nt	-13%	5%	3	nt	0%	-23%	nt

Next section.
nr	mol	HP1b binding inh	TrxR1 substrate	GLS inhibitor	mIDH1 inhibitor	PI4K2A inh
16	Cc1nc(C(F)(F)F)c(C(=O)NC(=O)Nc2ccc(OC(F)(F)F)cc2)s1	13%	-2%	-7%	-4%	-1
17	Cc1ccccc1NC(=O)C(C)n1c2ccccc2c2nc(=O)cc(C)n21 (centres undefined)	37%	3%	1%	1%	-2
18	O=C(COC(=O)/C=C/c1ccc(Cl)c(Cl)c1)NC1CCCC1	52%[activator]	-5%	-4%	-2%	5
19	O=C(COc1c(Br)cc(Br)c2cccnc12)N1CCCCC1	37%	2%	-4%	6%	-5
20	O=C(NCCc1ccc(Cl)cc1)c1cc(=O)[nH]c2ccccc12	-4%	4%	6%	19%	6
21	Cc1ccccc1OCCNC(=O)/C=C/c1ccccc1	49%[activator]	-12%	-4%	2%	5
22	O=C1C=CC(=O)N1	?	6%	16%	-3%	1
23	CC(=O)Nc1cc2ccc(OC(C)=O)cc2oc1=O	42%	119%[activator][57.1 µM]	16%	8%	-6
24	C=CCn1c(SCc2csc(C)n2)nc2sc3c(c2c1=O)CCCC3	41%[activator]	-1%	0%	-1%	-2
25	CCOc1ccc(Cn2c(CNS(=O)(=O)c3ccc(CC)cc3)nc3cccnc32)cc1	13%[57 µM]	0%[57.1 µM]	1%	-12%	0
26	Cc1cc(C)c(C#N)c(Nc2ccc(F)cc2)n1	48%[activator]	16%	3%	1%	6
27	C=C(C)CCOC(=O)C(CC(=O)O)NCc1ccco1 (centres undefined)	-18%	5%	-15%	1%	-1
28	O=C(NCCc1c[nH]c2ccccc12)N[C@@H](Cc1ccccc1)C(=O)O	37%[activator]	2%[57.1 µM]	2%	-6%	-1
29	COc1cccc(-n2nnc(S(=O)(=O)c3ccc(C)cc3)c2N)c1	50%[activator]	-3%	-4%	3%	3
30	CCN(CC)CCOC(=O)C1(c2ccc(OC)c(OC)c2)CCCC1	30%	1%	6%	0%	0

nr	rTrxR1 inhibitor	Tb PGK inh	USP1-UAF1 inh	Pin1 inhibitor
16	18%	-3%	-23%	-4%
17	10%	-6%	-1%	1%
18	-8%	14%	-17%	-2%
19	1%	-8%	-19%	-6%
20	5%	-6%	-9%	-3%
21	-12%	-10%	-8%	1%
22	2µM*	-2%	-22%	-6%
23	11%[57.1 µM]	-4%	-4%	0%
24	-8%	-12%	-15%	0%
25	18%[57.1 µM]	9%	-12%	16%
26	24%	-8%	-21%	-2%
27	27%	?	-11%	-1%
28	7%[57.1 µM]	i	-12%	?
29	20%	-10%	-11%	1%
30	4%	-1%	-7%	1%

Following part.
nr	mol	HP1b binding inh	TrxR1 substrate	GLS inhibitor	mIDH1 inhibitor	PI4K2A inh
31	Cc1ccc(Nc2nc(C(=O)N3CCC(C(=O)NCc4ccccc4)CC3)cs2)cc1	2%	5%[57.1 µM]	-16%	-2%	9
32	CC(NC(=O)c1cc2c(=O)n3ccccc3nc2n(CC2CCCO2)c1=N)c1ccccc1 (centres undefined)	21%	268%[activator][57.1 µM]	1%	0%	1
33	COc1cc2c(cc1OC)C1(C)N(CC2)C(C(C)=O)=NN1c1ccc(Cl)cc1 (centres undefined)	50%[activator]	-2%	12%	-1%	-8
34	CC(=O)Nc1ccc(S(=O)(=O)N2CCN(S(=O)(=O)c3cccs3)CC2)cc1	14%	0%	1%	-24%	-3
35	CCCCOc1ccc(C(=O)NCC(=O)NCc2ccncc2)cc1	5%	0%	9%	5%	1
36	Cc1cccn2c(CNC3CCCc4ccccc43)c(C(=O)N3CCOCC3)nc12 (centres undefined)	2%	7%	1%	13%	2
37	COc1ccc(CCNC(=O)CCc2cn(Cc3ccc(C)cc3)c3ccccc23)cc1OC	26%	5%	0%	-6%	0
38	CNC(=O)c1ccc(NC(=O)c2nsc3ccccc23)cc1	42%[activator]	-9%	1%	nt	?
39	O=C(CN1C(=O)NC2(CCCC2)C1=O)Nc1cc(Cl)ccc1N1CCCC1	23%	-10%	34%[activator]	5%	3
40	O=C(Nc1ccc(Br)cc1F)c1ccc2nc(CCc3ccccc3)oc2c1	23%[57 µM]	-6%[57.1 µM]	10%	-12%	-3
41	COC(=O)Nc1cc(C(F)(F)F)ccc1N1CCN(c2ccccc2)CC1	13%	9%	12%	-1%	0

nr	rTrxR1 inhibitor	Tb PGK inh	USP1-UAF1 inh	Pin1 inhibitor
31	23%[57.1 µM]	-5%	-16%	2%
32	66%[activator][57.1 µM]	1%	-20%	-2%
33	17%	3%	-14%	7%
34	12%	-6%	-7%	0%
35	6%	-2%	1%	-1%
36	6%	-1%	-2%	0%
37	29%	-1%	-22%	-1%
38	-16%	nt	11%	-7%
39	-12%	-4%	3%	-5%
40	-1%[57.1 µM]	-1%	-15%	2%
41	20%	3%	?	8%
